FAS-TE inh: FAS thioesterase domain inhibitors, primary screen, biochemical, fluorescence intensity, uHTS | Fatty acid synthase (Homo sapiens), P49327 | recombinant FAS-TE, OMFH fluorogenic substrate, fluorescence endpoint | inhibition, % at 15 µM | hit rate 0.67% among 360,000;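 active means compounds whose normalised, plate-corrected inhibition of enzyme fluorescence in the single-dose primary screen is 50% or more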;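 further: 0% = DMSO with enzyme and 100% = substrate without enzyme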
MsrA act: bovine MsrA enzyme activators, primary screen, biochemical, absorbance, HTS; activation, % at 10.6 µM; hit rate 0.3% among 360,000; AID 602163, 2012; purified bovine MsrA, absorbance read-out; Methionine sulfoxide reductase A (Bos taurus); in the data active means activation above about 7.5%;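 further: 0% = vehicle and 100% = reference activator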
MsrA inhibitor: bovine MsrA enzyme inhibitors, primary screen, biochemical, absorbance, HTS; Methionine sulfoxide reductase A (Bos taurus); purified bovine MsrA, absorbance read-out; inhibition, % at 15.5 µM; hit rate 0.75% among 360,000; AID 651718, 2012; in the data active means inhibition above about 4.5%;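 further: 0% = vehicle wells with enzyme and 100% = reference inhibitor wells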
Rpn11 inh: Rpn11 (PSMD14) deubiquitinase inhibitors, primary screen, biochemical, fluorescence polarization, uHTS; human 26S proteasome, Ub4-pepOG fluorescence polarization; 20S core pre-blocked with epoxomicin; calls only at 20 µM; hit rate 0.59% among 360,000; AID 588493, 2011;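 active means inhibition at 20 µM, scaled to each plate's controls, above about 33%, limit read from the data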
Target sequence (O00487 whole entry, looked up): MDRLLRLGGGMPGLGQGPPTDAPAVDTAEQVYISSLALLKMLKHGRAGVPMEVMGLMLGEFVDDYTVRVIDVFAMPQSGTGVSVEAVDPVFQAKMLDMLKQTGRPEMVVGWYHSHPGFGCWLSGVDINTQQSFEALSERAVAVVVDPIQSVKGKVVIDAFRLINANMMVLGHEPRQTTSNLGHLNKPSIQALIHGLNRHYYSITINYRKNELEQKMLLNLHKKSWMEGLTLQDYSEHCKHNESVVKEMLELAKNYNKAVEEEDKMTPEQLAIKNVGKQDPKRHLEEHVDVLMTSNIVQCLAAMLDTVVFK
PABP1 MLLE inh: inhibitors of PABP1 MLLE–PAM2 peptide binding, primary screen, biochemical, fluorescence polarization, FITC-PAM2, GST-MLLE | Polyadenylate-binding protein 1 (Homo sapiens), P11940 | inhibition, % at 20 µM | hit rate 0.36% among 360,000; in the data active means inhibition above about 35%, passing the limit was not always enough;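 further: plate controls were DMSO wells with GST-MLLE for no effect and wells lacking GST-MLLE protein for full effect; some results filed as inactive read as strong as hits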
Target sequence (P11940 whole entry, looked up): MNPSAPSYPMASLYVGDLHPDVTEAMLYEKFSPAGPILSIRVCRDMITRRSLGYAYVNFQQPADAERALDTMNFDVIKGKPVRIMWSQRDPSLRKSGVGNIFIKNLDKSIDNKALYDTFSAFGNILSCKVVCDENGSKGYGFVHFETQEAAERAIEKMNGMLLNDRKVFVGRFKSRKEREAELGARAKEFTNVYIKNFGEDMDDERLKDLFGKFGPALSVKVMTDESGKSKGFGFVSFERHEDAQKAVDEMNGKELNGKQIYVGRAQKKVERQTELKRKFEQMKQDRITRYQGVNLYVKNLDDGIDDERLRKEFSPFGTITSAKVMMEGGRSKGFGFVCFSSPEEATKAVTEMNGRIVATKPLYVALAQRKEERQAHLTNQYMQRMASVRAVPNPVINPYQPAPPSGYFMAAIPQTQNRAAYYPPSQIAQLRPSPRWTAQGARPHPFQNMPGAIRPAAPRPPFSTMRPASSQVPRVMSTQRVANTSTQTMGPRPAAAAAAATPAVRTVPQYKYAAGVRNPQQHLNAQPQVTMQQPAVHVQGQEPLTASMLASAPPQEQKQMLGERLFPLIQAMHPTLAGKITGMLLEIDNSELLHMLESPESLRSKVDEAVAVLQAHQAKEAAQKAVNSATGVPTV
eLon inh: inhibitors of E. coli Lon protease, primary screen, biochemical, fluorescence polarization | P0A9M0 | purified E. coli Lon protease | inhibition, % at 7.94 µM | hit rate 0.42% among 360,000; in the data active means inhibition above about 13%, passing the limit was not always enough;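 further: 0% = enzyme with probe and DMSO and 100% = no enzyme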
CSN inh: inhibitors of CSN-mediated cullin deneddylation, primary screen, biochemical, fluorescence polarization, uHTS; COP9 signalosome complex subunit 5 (Homo sapiens), Q92905; Purified CSN, SCF-Nedd8-OG deneddylation; inhibition, % at 12.5 µM; hit rate 0.38% among 360,000; AID 651999, 2013;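 active means pattern-corrected inhibition above about 35%, with an unprinted fluorescence ratio check between 0.5 and 1.5, limit read from the data, passing the limit was not always enough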;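 further: 0% = enzyme with substrate and 100% = substrate without enzyme; some results filed as inactive read as strong as hits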
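Assay system: purified human Csn5 enzyme expressed in HEK293T cells; Input: 0.24 nM Csn5 enzyme, final concentration; Reagent: 10 nM SCFSkp2-Nedd8OG; Compound dosing: 12.5 µM single point; Times: reaction 90 min, room temperature; Technique: fluorescence polarization readout.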
MT1-MMP act inh: blockers of MT1-MMP proenzyme processing, primary screen, HT1080 RFP-PRO-GFP cells, GFP/RFP fluorescence; GFP/RFP ratio fluorescence, overnight; percent of plate control window, DMSO zero; GFP/RFP ratio change, % at 20 µM; hit rate 0.061% among 360,000;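 active means GFP/RFP ratio change of at least 30% with cell ATP level not reduced by more than half and red fluorescence within 50% of control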; further: strong numbers were not always called active
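Test system: HT1080 cells expressing an RFP-PRO-GFP fluorescent reporter construct / Compound dosing: single-point 20 µM compound, 1% DMSO / Schedule: cells overnight before dosing, compound overnight, 37 °C, 5% CO2 / Evaluation: GFP/RFP fluorescence ratio / Control set: DMSO and RFP-L50D-GFP cell wells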
Rin1-Abl PPI inh: inhibitors of Rin1-Abl protein binding, primary screen, biochemical, TR-FRET; Tyrosine-protein kinase ABL1 (Homo sapiens) + Ras and Rab interactor 1 (Homo sapiens), …; inhibition, % at 7.35 µM; hit rate 0.4% among 360,000; in the data active means inhibition above about 5%, passing the limit was not always enough
* = called active by the depositor; i = inactive; nt = not tested or not shown; & = joins results of further samples.

SMILES	FAS-TE inh	MsrA act	MsrA inhibitor	Rpn11 inh	PABP1 MLLE inh	eLon inh	CSN inh	MT1-MMP act inh	Rin1-Abl PPI inh
CN(C(=O)Nc1cccc([N+](=O)[O-])c1)c1ccccc1	4	-3	0.7	i	5	-3	-2	0	1
Cn1c(=O)[nH]c(=O)c2c1nc(NCCCn1ccnc1)n2Cc1cccc(Br)c1	-3	-3	0.6	i	-1	12	1	8	1
O=C(Cc1ccc(Br)cc1)NCCc1ccc(F)cc1	6	-3	-1.0	i	-10	-2	3	3	0
O=C(c1cc2cc(Cl)ccc2oc1=O)N1CCOCC1	-9	-4	0.7	i	5	-2	-5	-2	-3
NC(=O)c1ccccc1OCCOCCOCCOc1ccccc1C(N)=O	-4	-5	1.0	i	0	-1	4	1	5
Clc1cccc(Cl)c1CSc1nnc(-c2ccncc2)s1	15	1	0.9	i	3	9	9	10	-1
O=C(CSc1nccn1-c1cccc(Cl)c1)NC1CCCC1	-3	-2	-1.1	i	8	-10	2	8	1
CC(O)[C@@]1(O)CC[C@H]2[C@@H]3CC[C@H]4C[C@@H](O)CC[C@]4(C)C3=CC[C@@]21C (some centres undefined)	-2	-8	0.6	i	-1	5	3	1	-2
COc1ccccc1NS(=O)(=O)c1cccc(NS(=O)(=O)c2ccc(Cl)c(C(=O)O)c2)c1	-3	-3	0.3	i	-1	-8	-3	2	-1
COc1ccc(OC)c(/C=C/C(=O)OCC(=O)c2c(N)n(C)c(=O)n(C)c2=O)c1	-6	-1	-0.9	i	5	2	-8	-1	-3
Cc1nn(-c2ccccc2)c(N2CCCC2)c1/C=N/NC(=O)C1CC1	-4	-1	1.5	i	12	2	-2	-1	-2
Cc1cccc(-c2nsc(SCC(=O)Nc3cc(C)on3)n2)c1	1	1	-0.7	i	14	-9	-2	-4	4

The closing 4 compounds of the part above open the next one.
SMILES	FAS-TE inh	MsrA act	MsrA inhibitor	Rpn11 inh	PABP1 MLLE inh	eLon inh	CSN inh	MT1-MMP act inh	Rin1-Abl PPI inh
COc1ccccc1NS(=O)(=O)c1cccc(NS(=O)(=O)c2ccc(Cl)c(C(=O)O)c2)c1	-3	-3	0.3	i	-1	-8	-3	2	-1
COc1ccc(OC)c(/C=C/C(=O)OCC(=O)c2c(N)n(C)c(=O)n(C)c2=O)c1	-6	-1	-0.9	i	5	2	-8	-1	-3
Cc1nn(-c2ccccc2)c(N2CCCC2)c1/C=N/NC(=O)C1CC1	-4	-1	1.5	i	12	2	-2	-1	-2
Cc1cccc(-c2nsc(SCC(=O)Nc3cc(C)on3)n2)c1	1	1	-0.7	i	14	-9	-2	-4	4
O=C(Nc1cccc(NC(=O)c2sc3ccccc3c2Cl)c1)c1ccco1	31	-9	2.9	i	-5	-14	-16	3	-2
O=C(COC(=O)c1ccc(F)c(S(=O)(=O)N2CCOCC2)c1)NC1CC1	-4	-1	0.5	i	9	2	0	1	2
O=S(=O)(c1cccc2nsnc12)N1CCN(c2ccccc2F)CC1	16	-4	-0.6	i	-10	-2	-9	-2	2
C(CNC1C2CC3CC(C2)CC1C3)CN1CCOCC1 (centres undefined)	-4	-4	-0.8	i	-10	3	2	2	-1
Cc1cc(C(F)(F)F)nn1CC(=O)NNC(=S)NCC(C)C	-8	2	0.9	i	-46	-2	0	0	-1
Cc1ccc(S(=O)(=O)N(CCCc2c(C)nc[nH]c2=O)c2ccccc2)cc1	8	-4	0.3	i	17	0	2	0	2
COc1ccc(OC)c(NC(=O)CSc2ccc(-c3ccco3)nn2)c1	2	-3	0.0	i	8	-7	1	3	-2
O=C(NCC1CCCO1)c1ccc2c(c1)N(Cc1ccccc1)CCS2 (centres undefined)	4	-1	0.0	i	18	-4	3	-1	-4
CCC(=O)Nc1sc2c(c1C(N)=O)CCC2	-7	-1	1.2	i	4	-3	-1	-3	-1
Cc1cc2nnc(SCC(=O)NCc3cccs3)n2c(N)n1	-8	2	0.5	i	-48	2	1	2	0
CNC(=O)c1nc[nH]c1C(=O)NC	-6	-2	-0.3	i	-19	4	4	5	-2
CCc1cc2c3c([nH]c2cc1S(=O)(=O)NCCCOC)CC(C)(C)CC3=O	0	-4	-0.3	i	12	10	-3	2	-2
Cc1ccc(C(=O)O)cc1NC(=O)c1cccs1	-9	6	1.3	i	-10	-12	3	2	-2
Cc1nc2cc(NC(=O)CCS(=O)(=O)c3ccccc3)ccc2s1	-6	-12	-0.4	i	0	-4	0	nt	1
O=C(Nc1ccc(N2CCCC2)cc1)c1cccc(F)c1	-4	-1	1.7	i	-8	-6	3	-3	0
COc1cccc(NC(=O)c2csc3c2CCCC3)c1	13	-4	1.7	i	3	4	2	-2	0
CCn1cc(CN2CCC(Oc3ccc(C(=O)N4CCCCC4)cc3)CC2)cn1	-2	-10	-0.1	i	1	6	1	-3	0
Cn1cc(Br)c(C(=O)Nc2c(F)c(F)c(F)c(F)c2F)n1	-3	-3	0.7	i	-14	-5	-2	1	-1
Cc1ccc(-n2c(C)nc3oc4ccccc4c(=O)c3c2=O)cc1	-6	0	-1.1	i	-32	-5	28	-11	0
CN(CC(=O)NC(=O)NCc1ccccc1)Cc1ccc(Cl)cc1	20	-5	0.9	i	-2	8	6	5	-1
CC(C)(C)N(Cc1ccccc1)C(=O)COC(=O)Cn1cnc2ccccc2c1=O	0	0	1.1	i	1	-6	-1	0	0
CCSc1nc(N2CCCCC2)c2c(c1C#N)CCCC2	20	0	1.5	i	13	5	-1	-3	-3
COC(=O)c1ccc(/C=C2/SC(=S)N(CCCC(=O)Nc3ccccn3)C2=O)cc1	-5	-4	-0.5	i	10	-1	-19	-1	-1
O=C(Cn1nc(-c2ccccc2)c2ccccc2c1=O)NN1CCOCC1	-5	-3	-1.6	i	10	3	3	-1	-3
Nn1c(SCC(=O)NC2CCCCC2)nnc1-c1ccccc1	-10	-4	0.7	i	-7	1	2	0	-2
Cc1ccc(C(=O)OCC(=O)N2CC(C)OC(C)C2)cc1 (centres undefined)	-8	-3	0.6	i	5	0	3	3	3
CN(C)S(=O)(=O)c1ccc(C(=O)NCC(c2cccs2)N2CCOCC2)cc1 (centres undefined)	-5	-11	-0.2	i	1	7	-1	-3	7
CN(CC(=O)Nc1ccc(Cl)c(C(F)(F)F)c1)C(=O)c1ccc(OCC2CCCO2)cc1 (centres undefined)	10	-5	-1.0	i	1	5	-3	-8	5
CCOC(=O)c1cnn(-c2cc(C)cc(C)c2)c1N	-1	-2	0.1	i	6	-10	-2	1	0
CC(C)NC(=S)N1CCN(C(c2ccccc2)c2ccccc2)CC1	45	-5	-0.1	i	-151	-5	-2	-17	1
CS(=O)(=O)N(CC(=O)NCCSC1CCCCC1)c1ccc2c(c1)OCO2	-2	-12	0.7	i	-2	-5	-4	5	2
COc1ccc([N+](=O)[O-])cc1NC(=O)CSc1ncccn1	28	-2	0.3	i	-16	3	-12	3	-3
COCCCNC(=O)C[C@H]1C[C@H](C(=O)N(C(C)C)C(C)C)[C@@]2(C)c3[nH]c4cc(CCC(=O)N(C)C)ccc4c3CCN2C1=O	-8	-3	-0.7	i	-8	-6	2	3	1
COc1ccc(C(=O)N2CCc3cc(OC)c(OC)cc3C2c2ccc(OC)c(OC)c2)cc1 (centres undefined)	-7	-6	-0.6	i	20	2	2	4	1
Cc1ccc(OCCn2c(CCNC(=O)C(C)C)nc3ccccc32)cc1	-4	2	-0.5	i	5	2	-3	0	-3
O=C(NCCc1nc2ccccc2[nH]1)/C(=C/c1ccco1)NC(=O)c1ccccc1Br	-9	0	0.6	i	14	5	-2	0	-2
C/C(=N\NC(=O)CSc1nc2nc(C)cc(C)n2n1)c1ccccc1	-6	-2	0.1	i	30	-4	0	-5	0
COc1ccc(-c2sc3ccc(N4CCOCC4)cc3c2C#CCCO)cc1	17	1	0.3	i	5	-5	-2	-2	3
COc1cc(C)c(CNc2cccc(C)c2)cc1C	15	-6	1.1	i	-10	-4	3	-3	-2
Cc1c(Cl)cccc1NC(CC(=O)c1ccccc1)C(=O)O (centres undefined)	-9	-9	-0.4	i	18	-10	1	3	1
O=C(CSC1=NC2(CCCCCC2)N=C1c1ccccc1)Nc1ccc2c(c1)OCCO2	30	0	-0.2	i	-4	9	-7	-5	-3
Cc1ccccc1OCC(=O)Nc1cccc(Cl)c1C	-1	0	0.0	i	5	-1	5	-2	0
COc1ccc(-c2csc(Nc3ccccc3)[n+]2Cc2ccccc2)cc1	28	-3	2.3	i	-14	-7	-1	-17	-3
CCOC(=O)N1C/C(=C\c2ccccc2)C(=O)/C(=C/c2ccccc2)C1	6	-1	0.8	i	-5	-6	29	-37	-3
CCOc1cc(C)c(Cl)cc1S(=O)(=O)NC1CC(C)(C)NC(C)(C)C1	4	0	-0.9	i	0	-8	0	-1	4
COC(=O)c1cc2nc(-c3ccc(C)cc3)cc(C(F)(F)F)n2n1	2	-5	-1.6	i	13	-4	11	6	-1
CC1(OC(=O)C2CCCC2)C(=O)C=C2C=C(c3ccsc3)N(CCc3c[nH]c4ccccc34)C=C2C1=O (centres undefined)	-4	-3	nt	i	-12	-3	6	1	-5
Cc1cc(NS(=O)(=O)c2ccc(NC(=O)CSc3nc4ncc(Cl)cc4[nH]3)cc2)nc(C)n1	-8	3	0.1	i	-51	-6	1	1	2
COc1ccc(Cl)cc1C(=O)Nc1ccc(NC(=O)c2ccco2)cc1	-5	0	1.5	i	2	0	-1	5	-1
O=C(C[C@@H]1C/C=C/CC[C@@H](Cc2ccc(F)cc2)C(=O)OCCNC1=O)N[C@H](CO)Cc1ccccc1	-8	-9	-0.4	i	-2	-2	-5	0	2
CCn1c(C)nc2cc(C(=O)N3N=C(CCOC)CC3(O)C(F)(F)F)ccc21 (centres undefined)	-6	-2	0.5	i	10	14	0	5	-3
CC(C)(C)c1ccc(NC(=S)NCCc2ccccn2)cc1	3	-2	1.1	i	-28	5	-1	3	0
Cc1cccc(NC(=O)c2ccc(-n3cncn3)c([N+](=O)[O-])c2)c1	0	1	0.9	i	-4	-8	0	-2	-2
Cc1ccc(C(c2sc3nc(C)nn3c2O)N2CCN(c3ccccc3)CC2)cc1 (centres undefined)	-9	-9	-1.1	i	17	1	6	-3	1
N=C(N)c1ccccc1	-6&-2	-1&-3	-1.1&-0.5	i	-3&-10	7&1	1&2	2&0	1&-3
COc1cccc(C(Nc2ccccn2)c2c(NC(=O)c3ccco3)sc(C)c2C)c1 (centres undefined)	54*	-1	0.4	i	15	0	-5	-8	-2

Record cards, as listed above. Order of values: FAS-TE inh	MsrA act	MsrA inhibitor	Rpn11 inh	PABP1 MLLE inh	eLon inh	CSN inh	MT1-MMP act inh	Rin1-Abl PPI inh
Profile of CCOC(=O)N1C/C(=C\c2ccccc2)C(=O)/C(=C/c2ccccc2)C1 → 6	-1	0.8	i	-5	-6	29	-37	-3
Profile of CS(=O)(=O)N(CC(=O)NCCSC1CCCCC1)c1ccc2c(c1)OCO2 → -2	-12	0.7	i	-2	-5	-4	5	2

Compound activity (PubChem)
